mcGAS inh – blocks mouse cGAS activity | Q8C6L5 | 160,000 compounds, 0.15% hits | inhibition, % at 12.5 µM | recombinant cGAS, Kinase-Glo ATP depletion luminescence | AID 1259399;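 also: 0% = negative control wells and 100% = reference inhibitor with no enzyme activity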
NPYLR7 agonist – activates Aedes aegypti NPYLR7 receptor | activation, % at 10 µM | 270,000 compounds, 0.15% hits | AID 1259423 | HEK293T NPYLR7/Galpha15, GCaMP6s calcium fluorescence; in the data active = activation above about 40%;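 also: 0% = vehicle and 100% = reference agonist at the receptor; some compounds past the cut are filed as inactive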
hcGAS inh – inhibitors of human cGAS. recombinant h-cGAS, ATP depletion, Kinase-Glo luminescence. inhibition, % at 12.5 µM. 290,000 compounds, 0.081% hits;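 also: 0% = vehicle reaction and 100% = reaction without DNA for no activity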
Target sequence (Q8N884 whole entry, looked up): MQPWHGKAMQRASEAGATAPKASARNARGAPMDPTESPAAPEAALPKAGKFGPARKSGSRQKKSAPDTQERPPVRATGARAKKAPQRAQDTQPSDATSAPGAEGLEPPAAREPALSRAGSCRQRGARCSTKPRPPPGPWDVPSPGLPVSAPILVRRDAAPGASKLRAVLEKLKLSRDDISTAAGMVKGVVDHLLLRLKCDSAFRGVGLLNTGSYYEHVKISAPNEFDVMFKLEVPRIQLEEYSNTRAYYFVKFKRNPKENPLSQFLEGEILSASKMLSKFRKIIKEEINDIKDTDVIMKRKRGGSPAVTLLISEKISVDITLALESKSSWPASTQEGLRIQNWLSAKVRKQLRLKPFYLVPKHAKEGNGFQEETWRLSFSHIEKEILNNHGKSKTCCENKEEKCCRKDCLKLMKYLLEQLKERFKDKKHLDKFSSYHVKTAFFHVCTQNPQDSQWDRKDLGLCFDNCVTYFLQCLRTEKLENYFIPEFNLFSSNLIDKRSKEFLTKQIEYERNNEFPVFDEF
Numbers without * were called inactive; · = no result given; & = joins results of further samples. Rule as the data show it, unless noted: active = inhibition above about 40%; inactive = the rest.

smiles | mcGAS inh | NPYLR7 agonist | hcGAS inh
CCOC(=O)c1nc(COC(=O)c2ccccc2F)cs1 | · | -3.1 | 4.6
CN(Cc1ccco1)C(=O)CN1CC2=C(C1=O)C(c1ccccc1Cl)NC(=O)N2C (stereo not drawn) | -3.7 | 2.0 | -6.5
Cc1nc(C2CCNCC2)cc(N2CCC(C(=O)NCc3ccccn3)CC2)n1 | · | 3.8 | -7.1
COc1cccc(C2C(C(=O)OCc3ccccc3)=C(C)NC3=C2C(=O)CCC3)c1 (stereo not drawn) | -4.3 | -4.1 | -5.9
CC1CC1C(=O)NNc1nnc(-c2ccccc2)n1-c1ccccc1 (stereo not drawn) | -11.4 | -6.8&4.2 | -10.6&-5.7
NS(=O)(=O)c1ccc(CN2C(=O)c3ccccc3NC2C=C(c2ccccc2)c2ccccc2)cc1 (stereo not drawn) | -2.9 | -1.9 | -3.3
CCCc1cc(N(C)CCc2cn[nH]c2)nc(C)n1 | -10.9 | 1.2 | -3.4
CCc1cc(C2CCCN2C(=O)NC(C)CC)on1 (stereo not drawn) | -5.9 | -1.3 | -0.4
CCn1c(CSc2nnc(N)s2)nc2c(F)cccc21 | -14.0 | 5.1 | -4.6
O=C(Nc1cccnc1-n1cccn1)c1ccc(C2SCCS2)cc1 | · | 5.2 | -4.3

Two of the compounds above, field by field.
> COc1cccc(C2C(C(=O)OCc3ccccc3)=C(C)NC3=C2C(=O)CCC3)c1 (stereo not drawn)
  mcGAS inh: -4.3
  NPYLR7 agonist: -4.1
  hcGAS inh: -5.9
> CC1CC1C(=O)NNc1nnc(-c2ccccc2)n1-c1ccccc1 (stereo not drawn)
  mcGAS inh: -11.4
  NPYLR7 agonist: -6.8&4.2
  hcGAS inh: -10.6&-5.7

Part of the list above in another layout:
Value order – mcGAS inh | NPYLR7 agonist | hcGAS inh
CCn1c(CSc2nnc(N)s2)nc2c(F)cccc21
    -14.0 | 5.1 | -4.6
NS(=O)(=O)c1ccc(CN2C(=O)c3ccccc3NC2C=C(c2ccccc2)c2ccccc2)cc1 (stereo not drawn)
    -2.9 | -1.9 | -3.3
CCOC(=O)c1nc(COC(=O)c2ccccc2F)cs1
    · | -3.1 | 4.6
Cc1nc(C2CCNCC2)cc(N2CCC(C(=O)NCc3ccccn3)CC2)n1
    · | 3.8 | -7.1

Continued:
smiles | mcGAS inh | NPYLR7 agonist | hcGAS inh
CCNC(=S)Nc1ccc(NC(=S)NCC)cc1 | · | -0.8 | -5.8
COc1ccc(-c2nn(-c3ccccc3C)cc2CNCc2ccc(C)o2)cc1F | -7.1 | 5.9 | -1.2
O=C(c1csc(CSc2nnc(-c3ccncc3)n2-c2ccccc2)n1)N1CCN(Cc2ccccc2)CC1 | -5.4 | -3.4 | -5.8
CCc1c(C(=O)NC2CC2)c(C)nn1C | -3.1 | -2.0 | -3.3
COC(=O)Cn1c(=O)c2c(nc3n2CCN3c2ccc(C)c(Cl)c2)n(C)c1=O | · | 0.2 | -7.7
CNC(=O)c1cc(-c2ccn[nH]2)ccc1Cl | -12.2 | 3.9 | 0.4
CN(Cc1nc(-c2cccs2)no1)Cc1n[nH]c2c1CCCCC2 | -9.9 | 0.1 | -5.3
O=C(c1cccc(F)c1)N(Cc1cccc(C(F)(F)F)c1)CC1CC(c2ccc(F)cc2F)=NO1 (stereo not drawn) | -2.3 | -0.5 | 0.9
FC(F)(F)c1cnc(NNC(=S)NCc2ccc3c(c2)OCO3)c(Cl)c1 | -4.3 | -4.3 | -5.3
O=c1ccc(S(=O)(=O)N2CCCC2)cn1Cc1nc(-c2cccc(Cl)c2)no1 | · | 8.5 | -2.2
CCOC(=O)C/C(C)=N\Nc1nc2c(c(=O)n(C)c(=O)n2C)n1CCCc1ccccc1 | · | 1.1 | 1.4
Cc1ccccc1CN(C(=O)c1cccs1)c1ccc(CC(=O)N2CCOCC2)cc1 | 0.8 | · | -1.0
Cc1cc(Nc2ccccc2)nc(N2CCN(C(=O)C(C)C)CC2)n1 | · | 4.0 | -5.8
O=C(CNC(=O)c1ccco1)Nc1ccc(OC(F)(F)F)cc1 | · | 10.9 | -3.2
COc1ccc(-c2nc3cc(C)ccn3c2NC(=O)CC(C)CC(C)(C)C)cc1OC (stereo not drawn) | -8.7 | -2.6 | -9.0
CC(=O)CSc1nc(SCC(C)=O)c2cnc(N3CCOCC3)nc2n1 | · | 5.0 | -0.2
Cc1nc(N2CCCCC2CCNS(C)(=O)=O)c2cnn(C)c2n1 (stereo not drawn) | · | -11.2 | 0.8
Cc1ccc(-c2nc(=S)n(CN(C3CC3)C(C)C(C)C)[nH]2)cc1 (stereo not drawn) | · | -4.2 | 0.1
COCCNC(=O)[C@H]1C[C@@H](O)[C@H](O)[C@@H]2N=C(Nc3ccccc3)S[C@@H]21 | -7.3 | -6.1 | -6.4
CC(C)=CC(=O)NCc1cccnc1Oc1ccc(F)c(F)c1 | -0.3 | 2.7 | 1.0
Cc1c(C)n2c3c(=O)n(C)c(=O)n(C)c3nc2n1-c1cccc(O)c1 | · | -6.9 | -5.5
CC(=O)Nc1cccc(C(=O)NC(C)c2cnn(-c3ccccn3)c2C)c1 (stereo not drawn) | · | 2.7 | -3.2
Cc1ccsc1C(=O)N1CCC1(C)C(=O)NCc1cccnc1 (stereo not drawn) | -4.7 | 7.6 | -11.4
O=C(Nc1ccccc1[N+](=O)[O-])C1CCCN(c2ccc(-c3ccccc3)nn2)C1 (stereo not drawn) | -7.0 | -11.1 | -5.1
Cc1cc(-c2ccc(/C=C3\SC(=S)N(CC(=O)O)C3=O)o2)ccc1[N+](=O)[O-] | -4.6 | -12.0 | -2.7
Cc1nc2scc(C)n2c(=O)c1NC(=O)Cc1ccc(Br)cc1 | -6.3 | 10.2 | -8.6
CN1C(=O)N(CCc2ccccc2)C(=O)C12CCN(Cc1cccs1)CC2 | -16.3 | 7.6 | -3.3
CCc1cnc2c(c1NCCO)c(=O)n(C)c(=O)n2C | · | -4.4 | 0.7
COc1ccc2c(=O)cc(C(F)(F)C(F)F)oc2c1 | -3.5 | 8.2 | -4.3
CN1CCCCC1CCC(=O)N1CC(n2cccn2)C1 (stereo not drawn) | -3.6 | -0.1 | -4.6
C=C(Br)Cn1c(C(F)(F)F)nc2ccccc21 | · | 3.0 | -6.3
C=C[n+]1ccn(C2=C(NS(=O)(=O)c3ccc([N+](=O)[O-])cc3)C(=O)c3ccccc3C2=O)c1 | · | 3.6 | -5.7
O=C(O)c1cc(-c2cccc(-n3cccn3)c2)cc(S(=O)(=O)N2CCCC2)c1 | · | 6.9 | -10.0
FC(F)(F)Cn1ccnc1Cn1cc(-c2ccccc2)cn1 | -17.1 | 1.4 | -4.5
CCOc1c([N+](=O)[O-])cc2c(C)c(C(=O)N3CCOCC3)oc2c1OCC | · | 13.8 | -5.8
CN(CCc1ccccc1)c1nc(-c2cc3ccccc3o2)nc2ccccc12 | -4.6 | -3.0 | -0.9
c1csc(CN2CCOC(CC3CCCCC3)C2)n1 (stereo not drawn) | -13.5 | 4.1 | 0.1
Cc1c(Cl)cccc1S(=O)(=O)N1CCN(C(c2ccccc2)c2ccc(Br)cc2)CC1 (stereo not drawn) | -8.4 | 4.2 | -6.9
CN(C)c1ccc(C(F)(F)F)cc1NCc1ccsc1 | · | -0.9 | -12.9
CCCn1ccnc1S(=O)(=O)CC(=O)Nc1cc(Cl)ccc1C | · | 5.2 | -5.8
O=S(=O)(/C=C/c1ccccc1)NC1CCCCC1 | -1.1 | -0.1 | 0.7
CCCN1C(=O)c2ccc(C(=O)N(CC)C3CCOC(C)(C)C3)cc2C1=O (stereo not drawn) | · | 3.0 | -3.4
COCCN(CCC(=O)OC)C(=O)c1cc(=O)[nH]c2ccccc12 | -17.7 | 14.0 | -8.7
O=C(NCCn1nc(-c2ccccc2)ccc1=O)Nc1cccc(C(F)(F)F)c1 | -9.3 | 0.2 | -10.7
O=C(Nc1nccs1)C1CCCN(S(=O)(=O)c2cnc[nH]2)C1 (stereo not drawn) | -4.7 | 6.2 | -9.2
O=C(O)CC12CSc3[nH]c(=O)sc3C1c1cc(Cl)ccc1OC2=O (stereo not drawn) | · | 8.7 | 5.0
CC(C)CN(CC(=O)N(Cc1cccn1Cc1ccc(Br)cc1)C1CCCCC1)C(=O)c1ccc(C(F)(F)F)cc1 | -3.9 | -3.8 | -7.9
Cc1c2c(nc3ccccc13)CC1(CCCCC1)CC2=O | -5.3 | 7.9 | -3.5
O=C(CSc1nc(=O)n(CCCN2CCOCC2)c2c1CCC2)N1CCc2ccccc21 | -7.5 | -1.0 | -6.0
O=C(Cc1cc(-c2cc3ccccc3o2)on1)NCCC1=CCCCC1 | -4.3 | -0.4 | 0.4

Three consecutive entries from above:
smiles | mcGAS inh | NPYLR7 agonist | hcGAS inh
CC(C)CN(CC(=O)N(Cc1cccn1Cc1ccc(Br)cc1)C1CCCCC1)C(=O)c1ccc(C(F)(F)F)cc1 | -3.9 | -3.8 | -7.9
Cc1c2c(nc3ccccc13)CC1(CCCCC1)CC2=O | -5.3 | 7.9 | -3.5
O=C(CSc1nc(=O)n(CCCN2CCOCC2)c2c1CCC2)N1CCc2ccccc21 | -7.5 | -1.0 | -6.0

(cont.)
smiles | mcGAS inh | NPYLR7 agonist | hcGAS inh
COc1ccc(CCNC2CC(=O)N(c3ccc(F)cc3)C2=O)cc1OC (stereo not drawn) | -4.6 | 0.9 | -3.2
O=C(NCCCc1ccccc1)C1CCCN(c2cnc3ccccc3n2)C1 (stereo not drawn) | -9.2 | 1.8 | -6.6
Cc1cccc(NC(=O)c2nnn(Cc3ccccc3C)c2N)c1 | -7.4 | -0.2 | -9.7
O=C(c1nn(-c2ccc(F)cc2)c(=O)n(Cc2ccccc2Cl)c1=O)N1CCOCC1 | -2.7 | 10.9 | 0.8
N#Cc1c(N)nc2c(c1-c1ccncc1)CCCCCC2 | · | -0.3 | -9.6
Cc1ccc(NC(=O)NC2CCN(c3ccccc3C(=O)NCc3ccc(F)cc3)CC2)cc1 | -4.4 | 20.4 | -3.3
O=C(c1ccc2c(c1)OCO2)C1CCCN(Cc2nc(-c3ccccc3)cs2)C1 (stereo not drawn) | -11.0 | 11.2 | -10.0
COC(=O)CCCC(=O)N1CCc2c([nH]c3ccc(OC)cc23)C1c1ccc(OCCCN(C)C)cc1 (stereo not drawn) | -10.5 | 11.2 | -16.4
CCc1ccc(C(O)c2ncc(-c3ccc(C(F)(F)F)cc3)[nH]2)cc1 (stereo not drawn) | · | -3.2 | -7.9
C=CCCC(=O)Nc1sc2c(c1C(=O)OCC)CCN(C)C2 | -4.1 | 0.4 | 0.8
CC1(C(=O)Nc2ccc3c(c2)OCCO3)CCN1Cc1ccc(-c2ccccn2)cc1 (stereo not drawn) | · | 6.6 | -13.3
CCn1c(C2CCNCC2)nn(CCc2cccc3ccccc23)c1=O | -11.6 | · | -11.0
CCCN(CC(=O)N(Cc1cccn1Cc1ccc(Br)cc1)C1CCCCC1)C(=O)COC | -5.3 | -9.3 | -8.2
Cc1nc(-c2cccc(C(F)(F)F)c2)nc(N2CCN(C(=O)/C=C/c3ccccc3)CC2)c1C | -0.4 | -5.0 | -0.2
COc1cc(CN(C)Cc2ncccc2C)cc(OC)c1 | · | 3.8 | -1.0
Cc1cc(OCC(=O)NNC(=O)/C=C\c2ccccc2Cl)cc(C)c1Cl | -7.4 | -5.3 | -8.7
COCCN(CC(=O)N1CC(=O)N(c2cccc(C)c2)C1)C(=O)NC12CC3CC(CC(C3)C1)C2 | -7.2 | 4.7 | -1.7
COCC1(NC(=O)[C@H](N)c2ccccc2)CCCC1 | · | -3.4 | -7.0
C=C(C)COc1cccc(C(=O)N2CCC(NS(C)(=O)=O)CC2)c1 | · | -7.0 | -0.9
O=C(NCc1ccccc1-n1ccnc1)c1sccc1Cl | · | -3.3 | -1.7

Reprinted from the part before: 5 entries; new compounds follow.
smiles | mcGAS inh | NPYLR7 agonist | hcGAS inh
Cc1cc(OCC(=O)NNC(=O)/C=C\c2ccccc2Cl)cc(C)c1Cl | -7.4 | -5.3 | -8.7
COCCN(CC(=O)N1CC(=O)N(c2cccc(C)c2)C1)C(=O)NC12CC3CC(CC(C3)C1)C2 | -7.2 | 4.7 | -1.7
COCC1(NC(=O)[C@H](N)c2ccccc2)CCCC1 | · | -3.4 | -7.0
C=C(C)COc1cccc(C(=O)N2CCC(NS(C)(=O)=O)CC2)c1 | · | -7.0 | -0.9
O=C(NCc1ccccc1-n1ccnc1)c1sccc1Cl | · | -3.3 | -1.7
O=c1nc(SCc2ccncc2)c2c([nH]1)CCCC2 | -9.1 | -2.4 | -3.1
CC(C)CN(Cc1cc(NC(=O)c2cccc(F)c2)ccc1N(C)C)C(=O)Cc1cccs1 | -6.3 | 23.0 | -3.0
COC(=O)Cc1cc(=O)n(-c2ccccc2Cl)[nH]1 | · | 0.1 | -3.4
CCCCNC(=O)c1cc(-c2ccccc2F)nc2cc(C(C)(C)C)nn12 | -0.5 | -5.1 | 2.5
C=CCn1c(SCc2ccccc2C(F)(F)F)nnc1-c1cc(OC)cc(OC)c1 | -9.4 | · | -11.1
CCC(C)NC(=O)C1CSCN1S(=O)(=O)c1cnc2[nH]c(=O)[nH]c(=O)c2c1 (stereo not drawn) | · | 4.1 | -9.5
